# High-throughput results deposited in PubChem by several laboratories.
# sEH act = activators of human soluble epoxide hydrolase; purified human sEH enzymatic activity, activator screen; activation, % at 2 µM; 0.04% of 91,000 active; AID 717; in the data active = activation above about 37%; note: values of inactives mirror those of a sister screen read the other way
# ERa coact inh = blocks coactivator binding to human estrogen receptor alpha; 1.7% of 86,000 active; inhibition, % at 25.6 µM; AID 629; TR-FRET ER-alpha LBD / SRC-1 peptide, estradiol-bound; P03372; in the data active = inhibition above about 50%;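 note: 0% = receptor plus peptide control and 100% = peptide only without receptor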
# Target sequence (P03372 whole entry, looked up, the tested form may be a part): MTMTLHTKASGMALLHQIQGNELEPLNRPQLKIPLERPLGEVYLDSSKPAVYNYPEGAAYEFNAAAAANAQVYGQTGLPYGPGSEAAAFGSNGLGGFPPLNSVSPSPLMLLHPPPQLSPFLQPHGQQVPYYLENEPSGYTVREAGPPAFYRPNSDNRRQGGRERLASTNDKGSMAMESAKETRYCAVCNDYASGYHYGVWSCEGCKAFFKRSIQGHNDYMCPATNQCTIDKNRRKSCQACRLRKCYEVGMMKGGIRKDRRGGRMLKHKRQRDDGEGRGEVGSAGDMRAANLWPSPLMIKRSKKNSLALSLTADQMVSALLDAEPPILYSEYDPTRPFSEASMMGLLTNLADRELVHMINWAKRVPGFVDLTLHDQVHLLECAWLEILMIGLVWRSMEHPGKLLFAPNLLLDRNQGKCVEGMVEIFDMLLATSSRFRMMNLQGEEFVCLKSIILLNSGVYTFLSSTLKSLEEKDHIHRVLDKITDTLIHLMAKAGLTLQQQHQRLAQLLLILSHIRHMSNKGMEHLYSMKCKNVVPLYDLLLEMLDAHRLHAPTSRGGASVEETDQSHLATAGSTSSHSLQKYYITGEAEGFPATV
# ERb coact inh = blocks coactivator binding to human estrogen receptor beta | TR-FRET ER-beta LBD / SRC1-Cy5 peptide binding; receptor agonist-loaded with 1 µM estradiol | inhibition, % at 25.6 µM | Q92731 | AID 633 | 1.3% of 86,000 active;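 active = compounds whose percent inhibition of the receptor-coactivator binding signal exceeds about 50% in the single-dose screen, limit read from the data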;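 note: 0% = receptor plus peptide wells without compound and 100% = peptide-only wells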
# Target sequence (Q92731 whole entry, looked up, the tested form may be a part): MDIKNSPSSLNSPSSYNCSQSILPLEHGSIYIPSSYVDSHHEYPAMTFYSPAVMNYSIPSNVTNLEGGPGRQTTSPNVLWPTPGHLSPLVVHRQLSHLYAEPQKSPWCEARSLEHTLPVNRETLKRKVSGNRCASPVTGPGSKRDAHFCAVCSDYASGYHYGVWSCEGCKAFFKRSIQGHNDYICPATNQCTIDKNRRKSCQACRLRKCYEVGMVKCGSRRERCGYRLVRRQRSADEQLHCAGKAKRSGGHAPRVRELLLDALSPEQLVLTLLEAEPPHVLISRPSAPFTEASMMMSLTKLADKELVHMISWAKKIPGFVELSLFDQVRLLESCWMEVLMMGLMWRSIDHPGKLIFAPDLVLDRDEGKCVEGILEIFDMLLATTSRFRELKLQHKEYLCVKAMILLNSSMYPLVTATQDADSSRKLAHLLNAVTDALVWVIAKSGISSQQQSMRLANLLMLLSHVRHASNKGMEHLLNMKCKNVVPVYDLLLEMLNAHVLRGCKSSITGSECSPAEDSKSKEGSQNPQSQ
# ERa coact pot = ER-alpha (human) coactivator binding potentiation | TR-FRET ERalpha-LBD/SRC-Cy5 coactivator binding, 2 h; 100 = basal binding, no effect | coactivator binding (% of control), % at 25.6 µM | 1.3% of 86,000 active | P03372; in the data active = activity above about 200%;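 note: binding measured in presence of low estradiol as agonist stimulus; 0% = peptide alone without receptor and 100% = receptor with peptide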
# Lung fibro prol = blocks proliferation of human lung fibroblasts | LL 47 human lung fibroblast viability, ATP luminescence; hits give low values | 1.1% of 85,000 active | AID 719 | viability, % at 10 µM;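 active = viability at or below 50% in the single dose screen; inactive = viability above 50%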;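 note: compound exposure lasted 72 h before the ATP readout; 100% = median luminescence of untreated cell-only wells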
#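 Material: human lung fibroblast line LL 47, low passage; Evaluation: viability percentage against median untreated-cell control; Buffer or medium: 15% FBS in IMEM; Incubation: 72 h compound exposure at 37 °C after overnight plating; Dosing: 0.1% DMSO in all compound wells; Measured by: CellTiter-Glo luminescence.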
# H69AR growth 86K = growth inhibitors of human H69AR lung tumor cells; viability, % at 10 µM; 6% of 85,000 active; AID 598; H69AR lung tumor viability, ATP luminescence, 72 h; hits give low values;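 active = viability at or below 40%; inactive = viability above 40%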;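 note: multidrug resistant small cell line overexpressing MRP-1 efflux transporter; 100% = mean luminescence of untreated control wells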
# Smad3 FoxH1 inh = blocks human Smad3 binding to FoxH1 peptide; TR-FRET Smad3/Dy647-FoxH1 peptide binding, europium anti-His; AID 630; 0.29% of 88,000 active; P84022; inhibition, % at 25 µM;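 active = compounds that reduce the energy-transfer binding signal between the protein and its labelled peptide by more than half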;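 note: 0% = Smad3 plus labelled peptide maximal FRET and 100% = peptide-only background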
# Candida biofilm = kills Candida albicans biofilms; C. albicans biofilm + clotrimazole, Alamar Blue; inhibition, % at 6 µM; 0.14% of 85,000 active;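 active = inhibition above 20%; inactive = inhibition below 20%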;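 note: preformed 24 hr biofilms exposed to compound for 48 hr; 0% = biofilm without compound and 100% = blank killed by clotrimazole plus chlorhexidine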
# HUVEC inhibit = human endothelial cell proliferation inhibition; HUVEC proliferation, CellTiter-Glo luminescence, 72 h; hits give low values; viability, % at 10 µM (by protocol); 1.1% of 86,000 active; AID 648;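 active = viability at or below 30%; inactive = viability above 30%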;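 note: 100% = median luminescence of DMSO-only cell control wells on each plate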
# * hit, by the source's call; · = not tested or not shown; [ ] = another dose, or the depositor's remark. This is a subset (hit frequency here may not be typical).
[1] Cc1c(Cl)cccc1-n1c(SCC(=O)NCc2cccs2)nnc1-c1ccncc1
[2] Cc1oc(C(=O)O)cc1CSCc1cc(C(=O)O)c(C)o1
[3] COCCn1c(SCC(=O)NCc2ccco2)nc2cccnc21
[4] CN(C)c1nc(N2CCOCC2)nc(N(c2ccccc2)c2ccccc2)n1
[5] CC(C)(C)C1CCc2c(sc3c2C(=O)NC(c2ccco2)N3)C1 (stereo not drawn)
[6] CCOC(=O)CSC1=C(C#N)C(c2sccc2C)C(C(C)=O)=C(C)N1 (stereo not drawn)
assay / entry	1	2	3	4	5	6
sEH act	-22.1	1.2	18.3	3.2	13.1	-7.0
ERa coact inh	3.0	8.3	15.3[fluorescence artefact?]	-0.1	-3.3	-5.5
ERb coact inh	-2.8	3.9	37.4[fluorescence artefact?]	-7.9	-8.2	3.8
ERa coact pot	89.3	84.9	84.5	118.7	87.6	88.0
Lung fibro prol	102.0	103.3	100.0	93.5	111.4	97.5
H69AR growth 86K	83.1	97.7	89.7	103.0	95.2	46.4
Smad3 FoxH1 inh	0.0	10.7	-7.3	-3.3	-6.0	9.7
Candida biofilm	-1.5	2.0	-3.0	5.0	3.1	1.1
HUVEC inhibit	103.5	98.7	93.1	93.3	94.3	90.5

[7] Oc1ccc(C=Nc2ccc(N3CCOCC3)cc2)c(O)c1
[8] Cc1noc(C)c1CSCC(=O)OCC(=O)NC1CCCCC1
[9] C=CCn1cc(C(=O)OC)c(=O)c2cc(S(=O)(=O)N3CCC(C)CC3)ccc21
[10] CCOC(=O)Cn1nnnc1C(C(C)C)N(Cc1cc2c(C)cc(C)cc2[nH]c1=O)C1CCCC1 (stereo not drawn)
[11] CC(C)C(c1nnnn1C(C)(C)C)N1CCOCC1 (stereo not drawn)
[12] COc1ccc(CN2CCNC(=O)C2CC(=O)O)cc1OC (stereo not drawn)
assay / entry	7	8	9	10	11	12
sEH act	·	4.5	·	-11.8	-0.2	7.2
ERa coact inh	57.6*	-33.0	5.7	8.2	-2.4	-6.1
ERb coact inh	68.6*	-28.9	-7.5	23.0	-0.3	-10.2
ERa coact pot	49.0[fluorescence artefact?]	100.9	90.0[fluorescence artefact?]	100.6	119.6	121.8
Lung fibro prol	104.8	104.9	99.1	102.7	103.5	98.3
H69AR growth 86K	68.7	95.1	99.2	59.0	69.3	101.2
Smad3 FoxH1 inh	8.0	8.9	9.3	-2.4	-12.5	0.0
Candida biofilm	6.1	-2.3	5.3	12.3	0.2	1.6
HUVEC inhibit	70.0	94.6	94.6	79.9	97.6	98.7

[13] CC(NC(=O)c1ccco1)C(c1cccs1)N1CCN(c2ccccc2F)CC1 (stereo not drawn)
[14] COc1cc2[nH]cc(C(=O)NCCc3ccccc3)c(=O)c2cc1OC
[15] CCCCC1CCC(C(=O)Nc2c(C)n(C)n(-c3ccccc3)c2=O)CC1 (stereo not drawn)
[16] Cc1ccc(C2C(C#N)=C(N)SC(N)=C2C#N)cc1
[17] O=C(c1cnsn1)N1CCN(c2ccccc2)CC1
[18] Cc1ccc(-n2c(C)nc3c(cnn3-c3ccc(C)c(C)c3)c2=O)cc1C
assay / entry	13	14	15	16	17	18
sEH act	-20.3	-11.1	-13.8	·	-0.6	6.3
ERa coact inh	-26.1	-5.6	9.0	6.3[fluorescence artefact?]	-6.3	-7.8
ERb coact inh	-28.1[fluorescence artefact?]	1.8	8.9	3.1[fluorescence artefact?]	-3.2	-5.4
ERa coact pot	90.0	102.9	98.7	125.2	109.6	102.7
Lung fibro prol	97.2	99.1	106.5	100.7	108.4	92.1
H69AR growth 86K	89.1	83.7	100.3	96.0	86.8	60.5
Smad3 FoxH1 inh	10.2	3.4	-4.5	9.4[fluorescence artefact?]	11.7	9.1
Candida biofilm	7.3	5.2	3.7	0.6	6.0	9.4
HUVEC inhibit	95.1	88.7	105.2	84.8	107.2	82.7

[19] Oc1ccccc1-c1nc2cnccn2c1Nc1ccc2c(c1)OCCO2
[20] CC(=O)N1CCc2cc(S(=O)(=O)N3CCOCC3)ccc21
[21] CC(C)Oc1ccc(C(=O)N(CN2CCCC2=O)c2ccc(F)cc2)cc1
[22] O=C(/C=N/O)Nc1ccccc1C(=O)O
[23] COc1ccc(CC(=O)Nc2ccc(N3CCN(c4ccc(OC)cc4)CC3)c(C#N)c2)cc1
[24] Cc1nnc(SCc2cc(=O)n3[nH]cnc3n2)s1
assay / entry	19	20	21	22	23	24
sEH act	16.3	9.1	-21.0	6.7	·	3.5
ERa coact inh	-5.5	25.2	7.3	8.1	7.1[fluorescence artefact?]	-5.1
ERb coact inh	1.2	13.5	-5.7[fluorescence artefact?]	8.3	5.4[fluorescence artefact?]	-7.9
ERa coact pot	84.1	100.0	91.3	103.5	127.7[fluorescence artefact?]	114.9
Lung fibro prol	93.1	106.0	105.0	98.3	88.9	99.2
H69AR growth 86K	79.5	94.7	95.1	95.4	71.0	89.8
Smad3 FoxH1 inh	11.7	-2.3	8.1	12.3	12.2[fluorescence artefact?]	5.9[fluorescence artefact?]
Candida biofilm	5.2	8.8	7.1	3.3	6.3	2.1
HUVEC inhibit	94.0	102.3	88.9	77.9	59.9	87.6

# Some of the entries above in another layout:
no.	Structure	sEH act	ERa coact inh	ERb coact inh	ERa coact pot	Lung fibro prol	H69AR growth 86K	Smad3 FoxH1 inh	Candida biofilm	HUVEC inhibit
15	CCCCC1CCC(C(=O)Nc2c(C)n(C)n(-c3ccccc3)c2=O)CC1 (stereo not drawn)	-13.8	9.0	8.9	98.7	106.5	100.3	-4.5	3.7	105.2
16	Cc1ccc(C2C(C#N)=C(N)SC(N)=C2C#N)cc1	·	6.3[fluorescence artefact?]	3.1[fluorescence artefact?]	125.2	100.7	96.0	9.4[fluorescence artefact?]	0.6	84.8
17	O=C(c1cnsn1)N1CCN(c2ccccc2)CC1	-0.6	-6.3	-3.2	109.6	108.4	86.8	11.7	6.0	107.2
18	Cc1ccc(-n2c(C)nc3c(cnn3-c3ccc(C)c(C)c3)c2=O)cc1C	6.3	-7.8	-5.4	102.7	92.1	60.5	9.1	9.4	82.7
19	Oc1ccccc1-c1nc2cnccn2c1Nc1ccc2c(c1)OCCO2	16.3	-5.5	1.2	84.1	93.1	79.5	11.7	5.2	94.0
20	CC(=O)N1CCc2cc(S(=O)(=O)N3CCOCC3)ccc21	9.1	25.2	13.5	100.0	106.0	94.7	-2.3	8.8	102.3
21	CC(C)Oc1ccc(C(=O)N(CN2CCCC2=O)c2ccc(F)cc2)cc1	-21.0	7.3	-5.7[fluorescence artefact?]	91.3	105.0	95.1	8.1	7.1	88.9
22	O=C(/C=N/O)Nc1ccccc1C(=O)O	6.7	8.1	8.3	103.5	98.3	95.4	12.3	3.3	77.9
23	COc1ccc(CC(=O)Nc2ccc(N3CCN(c4ccc(OC)cc4)CC3)c(C#N)c2)cc1	·	7.1[fluorescence artefact?]	5.4[fluorescence artefact?]	127.7[fluorescence artefact?]	88.9	71.0	12.2[fluorescence artefact?]	6.3	59.9
24	Cc1nnc(SCc2cc(=O)n3[nH]cnc3n2)s1	3.5	-5.1	-7.9	114.9	99.2	89.8	5.9[fluorescence artefact?]	2.1	87.6

# The list goes on.
[25] O=C1c2ccccc2-c2nc3ccccc3n21
[26] COc1ccc(CCn2c(C)cc(C(=O)CSc3nnnn3C)c2C)cc1
[27] CCOc1ccc(C(O)C(CN2CCOCC2)c2ccccc2)cc1 (stereo not drawn)
[28] CCS(=O)(=O)Nc1ccc(C(=O)CC2(O)C(=O)Nc3ccc(Br)cc32)cc1 (stereo not drawn)
[29] CCOC(=O)c1cccnc1SCC(=O)N(C)c1ccccc1
[30] CN(CC(=O)Nc1nccs1)S(=O)(=O)c1ccc(F)cc1
assay / entry	25	26	27	28	29	30
sEH act	8.0	-15.8	13.5	-14.4	·	-13.9
ERa coact inh	-19.0	-3.6[fluorescence artefact?]	-5.2	4.0	-7.9	2.2
ERb coact inh	-5.8	-26.2[fluorescence artefact?]	-11.8	-3.2	-3.7	0.2
ERa coact pot	118.2	124.2	96.3	83.8[fluorescence artefact?]	112.5[fluorescence artefact?]	112.5
Lung fibro prol	97.3	97.4	104.5	109.8	·	102.0
H69AR growth 86K	116.0	95.7	83.8	55.1	95.8	95.0
Smad3 FoxH1 inh	5.1	-2.6	-0.8	-1.2	2.1	19.1
Candida biofilm	3.2	-6.9	3.3	-1.0	4.8	4.9
HUVEC inhibit	85.4	104.7	89.1	102.3	93.9	103.8

[31] O=C(NC(Cc1c[nH]c2ccccc12)c1nnc2n1CCCCC2)c1ccccc1Cl (stereo not drawn)
[32] Cc1ccc(OCc2nc(C#N)c(N3CCCC3)o2)cc1
[33] COc1ccc(-c2cn3c(C)c(C(=O)N4CCN(c5ccccc5F)CC4)sc3n2)cc1
[34] COc1cccc(NC(=O)Cn2c(-c3cncs3)nc3ccccc32)c1
[35] Cc1cc(C)cc(NS(=O)(=O)c2ccc3[nH]cc(C(=O)NCc4ccco4)c(=O)c3c2)c1
[36] C=CCSc1nnc2nc3c(nn12)c1cc(C)ccc1n3CC=C
assay / entry	31	32	33	34	35	36
sEH act	8.7	1.4	·	3.2	-13.1	-12.8
ERa coact inh	-0.4[fluorescence artefact?]	-22.8	-8.6	-7.2	16.2	-13.3[fluorescence artefact?]
ERb coact inh	-13.1[fluorescence artefact?]	-34.2	-1.7	-7.5[fluorescence artefact?]	25.7	-3.9[fluorescence artefact?]
ERa coact pot	112.5	104.8	125.0	118.1	80.7	122.4[fluorescence artefact?]
Lung fibro prol	100.5	95.4	102.5	88.8	58.3	92.0
H69AR growth 86K	97.7	107.8	84.6	74.9	68.6	66.4
Smad3 FoxH1 inh	7.1	0.8	9.4	3.6	3.5	7.0[fluorescence artefact?]
Candida biofilm	8.8	5.2	6.9	3.7	3.8	4.1
HUVEC inhibit	95.7	98.1	83.9	85.9	38.5	85.5

[37] COc1ccc(NC(=O)CCc2nc(-c3ccccc3F)no2)cc1
[38] CCN(CC)C(=O)CSc1ncnc2c1nnn2-c1ccc(F)cc1
[39] O=C(NCc1cccs1)c1cc2c(s1)-c1ccccc1OC2
[40] Cc1ccc(Nc2nc(CSc3nnnn3C)cs2)cc1
[41] Cc1csc(SCCn2c(N3CCCC3)nc3c2c(=O)[nH]c(=O)n3C)n1
[42] Cc1nc2nc(-c3ccccc3)nn2c(C)c1Cl
[43] Cc1cc(S(=O)(=O)NCC(C)C)ccc1OCC(=O)N1CCOCC1
[44] CCc1cc2c(=O)c(-c3ccc4c(c3)OCCO4)coc2cc1OC(=O)c1ccco1
[45] O=C(NCc1ccccc1)c1ccc(OC2CSC2)cc1
assay / entry	37	38	39	40	41	42	43	44	45
sEH act	-2.8	-1.3	-20.7	-6.6	3.4	4.6	-11.3	27.8	-26.3
ERa coact inh	-3.2	10.1	26.5	-21.5	1.2	-2.4	-6.2	70.3*[fluorescence artefact?]	-15.9
ERb coact inh	-8.3	5.2[fluorescence artefact?]	10.1	1.5	-3.1	-12.1	-2.3	57.7*[fluorescence artefact?]	-26.8
ERa coact pot	100.7	85.5	94.6	93.5	101.9	114.2	108.4[fluorescence artefact?]	212.6*[fluorescence artefact?]	104.2
Lung fibro prol	88.8	95.5	97.7	101.0	101.8	93.9	103.7	91.1	99.1
H69AR growth 86K	89.2	94.3	82.3	101.9	91.6	62.2	92.9	15.1*	93.2
Smad3 FoxH1 inh	5.6	-0.5	2.7	4.3	3.6	-2.1	-3.8	4.1[fluorescence artefact?]	9.4[fluorescence artefact?]
Candida biofilm	4.6	9.8	5.7	4.9	7.1	2.1	-1.3	-0.5	-0.8
HUVEC inhibit	82.0	107.0	80.8	109.6	102.4	82.8	98.2	72.2	93.0
